D3 ag – D3 dopamine receptor (human) agonism | D3R DiscoveRx beta-arrestin cells, luminescence, 90 min | max activation, % | actives 0.58% (n = 410,000) | AID 652048; in the data active = max activation above about 30%; note: 0% is about no effect; mostly tested at two doses, the higher about 12 µM
Target sequence (P35462 whole entry, looked up): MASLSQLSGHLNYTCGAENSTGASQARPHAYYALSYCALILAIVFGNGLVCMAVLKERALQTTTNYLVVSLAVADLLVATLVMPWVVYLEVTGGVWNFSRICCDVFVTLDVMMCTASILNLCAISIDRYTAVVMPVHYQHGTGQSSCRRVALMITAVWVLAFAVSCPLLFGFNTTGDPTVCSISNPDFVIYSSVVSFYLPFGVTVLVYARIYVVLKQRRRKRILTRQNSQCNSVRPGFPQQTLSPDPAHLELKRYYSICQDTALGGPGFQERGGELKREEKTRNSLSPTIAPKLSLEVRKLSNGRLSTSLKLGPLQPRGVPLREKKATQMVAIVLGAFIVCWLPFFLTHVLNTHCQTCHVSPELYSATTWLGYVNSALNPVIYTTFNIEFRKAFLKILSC
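Agonist mode: compounds and dopamine controls were applied to plated cells for 90 min at 37 degrees C after an overnight attachment at 1500 cells/well. Luminescent read-out followed 30 - 60 minutes at room temperature with DiscoveRx detection reagent.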
DRD3 antagonist – antagonists of human D3 dopamine receptor; P35462; D3R cells, DiscoveRx beta-arrestin luminescence, antagonist mode; hits give low values; max response, negative = inhibition, %; actives 2.5% (n = 360,000); in the data active = max response below about -50%; inconclusive = no clear call, values can overlap the other calls; note: % is set by controls: 0 for no effect and ±100 for the full control effect; mostly tested at two doses, the higher about 12 µM
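Cells expressing the human receptor were seeded at 1500 cells/well, incubated overnight at 37 degrees C in 5% CO2, then exposed to library compounds with dopamine controls for 90 minutes at 37 degrees C before luminescent detection.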
KB-3-1 cytotox – kills parental KB-3-1 adenocarcinoma cells; KB-3-1 viability, CellTiter-Glo ATP luminescence, 72 h; Potency, µM (top dose mostly 46.1 µM), without a hit: at the top dose activity change, negative = cytotoxic, most hits filed as cytotoxic; actives 1.4% (n = 400,000); AID 1347075; note: potency is the fitted concentration of half-maximal effect; % is set by controls: 0 for no effect and ±100 for the full control effect; nearly all actives have a fitted effect of over 60% in size
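KB-3-1 cells, DMEM (no phenol red) + 10% FBS; compound by pin transfer, 72 h, 37 °C. Readout: CellTiter-Glo luminescence after 10 min. Data normalized, curve-fitted.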
KB-V1 cytotox – KB-V1 MDR subline cytotoxicity. KB-V1 MDR cells viability, CellTiter-Glo, 72 h. Potency, µM (doses to about 46.1 µM), without a hit: at the highest dose activity change, negative = cytotoxicity, most hits filed as cytotoxic. actives 3.4% (n = 400,000). AID 1347076; note: potency is the fitted concentration of half-maximal effect; % is set by controls: 0 for no effect and ±100 for the full control effect; nearly all actives have a fitted effect of over 60% in size
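Following 72 h at 37 degrees C with compound, KB-V1 cell viability was read by CellTiter-Glo luminescence, medium being phenol-red-free DMEM plus 10% FBS; concentration-response parameters came from normalized, curve-fitted qHTS data.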
GLP1R ag – activates the human GLP-1 receptor; HEK293 GLP-1R CRE-luciferase, luminescence, 4-6 h; cells express a hypersensitive GLP-1R form; AID 624172; Potency, µM (top dose mostly 45.6 µM), without a hit: at the top dose activation, usual class: activators; P43220; actives 0.007% (n = 380,000); note: potency is the fitted concentration of half-maximal effect; % of control where 0% means no effect
Target sequence (P43220 whole entry, looked up): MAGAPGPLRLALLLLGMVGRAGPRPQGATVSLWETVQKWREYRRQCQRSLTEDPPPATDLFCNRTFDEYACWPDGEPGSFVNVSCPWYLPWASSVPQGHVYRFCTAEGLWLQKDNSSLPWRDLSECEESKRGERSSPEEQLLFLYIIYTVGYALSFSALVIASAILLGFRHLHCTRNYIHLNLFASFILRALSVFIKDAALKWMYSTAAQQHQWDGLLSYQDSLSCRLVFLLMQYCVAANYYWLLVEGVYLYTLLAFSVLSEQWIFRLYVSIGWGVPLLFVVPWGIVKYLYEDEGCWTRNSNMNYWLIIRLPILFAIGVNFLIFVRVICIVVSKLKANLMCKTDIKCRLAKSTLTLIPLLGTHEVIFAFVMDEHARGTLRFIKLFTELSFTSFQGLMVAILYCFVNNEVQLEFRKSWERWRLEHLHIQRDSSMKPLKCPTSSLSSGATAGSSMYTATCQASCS
HT1080 IDH1KD tx – toxicity to HT-1080 IDH1 knockdown cells (counter line); actives 2% (n = 360,000); AID 686971; HT-1080 IDH1 knockdown viability, ATP luminescence, 48 h; Potency, µM (top dose mostly 46.1 µM), without a hit: at the highest dose activity, negative = toxicity, most hits filed as cytotoxic;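 note: potency is the fitted concentration of half-maximal effect; 0% = DMSO wells and -100% = cell-free medium wells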
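In this qHTS, HT-1080 cells depleted of IDH1 are exposed for 48 h at 37 °C to compound titrations. Toxicity is scored from CellTiter-Glo luminescence, with DMSO as full viability and medium alone as none.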
HT1080-NT tox – kills 2HG-producing HT-1080-NT fibrosarcoma cells. Potency, µM (series often up to 46.1 µM), for inactives: at the highest dose activity, negative = less viability, most hits filed as cytotoxic. AID 686970. actives 1.6% (n = 360,000). HT-1080-NT fibrosarcoma viability, CellTiter-Glo ATP luminescence, 48 h;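 note: NT is the 2HG producing partner of a matched IDH1 knockdown line; potency is the fitted concentration of half-maximal effect; 0% = DMSO-treated cells and -100% = media-only wells without cells; nearly all actives have a fitted effect of over 55% in size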
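Viability by CellTiter-Glo luminescence after 48 h compound exposure at 37C of HT-1080-NT cells (750/well, RPMI, 5% FBS). % activity scaled between DMSO wells and medium-only wells, then curve-fitted and categorized by curve class.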
IL1B secr inh – inhibitors of inflammasome signaling (IL-1 beta secretion); THP-1 LPS/ATP IL-1B secretion, AlphaLISA, 16 h; hits give low values; activity change, % at 57.5 µM; actives 4.7% (n = 360,000); in the data active = activity change below about -50%; inconclusive = mostly about -30% to -49%; note: % is set by controls: 0 for no effect and ±100 for the full control effect
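THP-1 cells pretreated 1 hr with compounds (up to 57.5 uM final), then stimulated with LPS (250 ng/mL final) plus ATP (1.25 mM final); secreted IL-1B measured by AlphaLISA after 16 hr, decreased signal indicating inhibition.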
SW480 rereplic – DNA re-replication induction in SW480 cells | Potency, µM (doses to about 46.1 µM), inactives show at the highest dose re-replication activation, actives largely listed as activators | AID 624297 | actives 1.8% (n = 340,000) | SW480 DNA re-replication, Hoechst DNA content imaging, 48 h; note: potency is the fitted concentration of half-maximal effect; % of control where 0% means no effect; nearly all actives have a fitted effect of over 55% in size
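Hoechst fluorescence of nuclei (405 nm excitation, 500-530 nm emission) measured by plate-scanning imager after 48 hr compound exposure at 37 C; re-replication scored as increased number of nuclei with elevated intensity.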
* marks the source's active call; other numbers are inactive results; u = inconclusive; x = no result given; & = joins results of further samples; [ ] = another dose, or the depositor's remark. Unless noted, calls come from the whole dose curve; as a rule, active = well fitted curve in the direction sought with a large enough effect; inconclusive = small, poorly fitted or top-dose-only effect, or another doubt; inactive = no such curve, though single readings can be large; an effect the other way counts as inactive or inconclusive.

SMILES | D3 ag | DRD3 antagonist | KB-3-1 cytotox | KB-V1 cytotox | GLP1R ag | HT1080 IDH1KD tx | HT1080-NT tox | IL1B secr inh | SW480 rereplic
Cc1cc(=O)n2nc(-c3ccc(C(F)(F)F)cc3)sc2n1 | 10 | -10 | 5% | u | 0% | 26% | u | -2 | 2%
CC(=O)c1cc(C(=O)N2CCCC(CCC(=O)N(C)CCc3ccccn3)C2)cs1 (configuration not stated) | -21 | -12 | -1% | -23% | 5% | -3% | -1% | 11 | -14%
O=C(O)c1ccccc1N/N=C/c1c(Sc2nnnn2-c2ccccc2)nc2ccccn2c1=O | 4 | -8 | 0% | u | 5% | 3% | 2% | -17 | 2%
CC(C)c1ccc(NC2CCCN(C(=O)CCN3Cc4ccccc4C3=O)C2)cc1 (configuration not stated) | -2 | 29 | 14% | -18% | -1% | 5% | 10% | 2 | -1%
COc1ccc(CNC(=O)CCn2c(=O)c3cccn3c3ccc(F)cc32)cc1 | -10 | 4 | 24% | u | 7% | 6% | u | 0 | -26%
Cc1sc2nc(COC(=O)c3ccc(O)cc3)[nH]c(=O)c2c1C | 19 | -2 | 11% | 3% | 21% | 0% | 4% | 8 | 3%
O=c1ccn(Cc2ccc(F)cc2)c2ccnc(C(F)(F)F)c12 | 12 | -4 | -14% | -1% | -2% | 3% | 19% | 14 | 0%
O=C(O)C1C2CC2CN1C(=O)c1ccc(Cl)cc1Cl (configuration not stated) | 5 | 5 | 0% | u | 0% | 1% | 9% | -7 | -1%
O=C(CCc1ccc(O)cc1)c1c(O)cc(O)cc1O | -9 | -3 | 9%&11% | 7%&15% | 6% | 4% | 0% | -3 | -14%[9.22 µM]
O=C(N/N=C/c1ccc(OCc2ccccc2)cc1)c1ccc(O)cc1 | 7 | 1 | -9% | -16% | 10% | -28% | u | -7 | -12%
COc1ccccc1Nc1sc(C(=O)c2ccc(F)cc2)c(N)c1S(=O)(=O)c1ccc(C)cc1 | -9 | x | -25% | u | 14% | x | x | x | x
CCn1c(CCNS(=O)(=O)c2ccccc2Br)nnc1SC | 3 | -5 | 7% | -10% | 1% | 18% | 10% | 14 | -2%
COCCn1c(-c2ccco2)csc1=Nc1cccnc1 | 1 | 12 | 0% | u | 5% | 0% | 8% | 0 | 0%
O=C(NCCc1ccco1)C(=O)NCC1OCCCN1S(=O)(=O)c1cc(F)ccc1F (configuration not stated) | 3 | 3 | 0% | -20% | -5% | 5% | 0% | -14 | 0%
O=C(/C=C/c1cnc2ccccc2n1)NC12CC3CC(CC(C3)C1)C2 | 0 | 10 | 1% | -12% | -1% | -5% | -4% | u | -2%
Cc1ccc(NC(=O)C2CCN(S(=O)(=O)c3ccc(N4CCCC4=O)cc3)CC2)cc1Cl | -4 | -5 | u | -28% | 7% | u | u | -5 | -12%
CC(Sc1ncnc2ccccc12)C(=O)Nc1ccc2c(c1)OCCO2 (configuration not stated) | 4 | 0 | -28% | u | 14% | -30% | -20% | -12 | x
O=C(NC(=S)Nc1ncccn1)c1ccc(Cl)cc1Cl | 2 | -6 | 13% | 3% | 0% | 25% | 11% | -5 | -3%
CC(C)n1ncc(N2CCOCC2)c(Cl)c1=O | -15 | -10 | 2% | -9% | 13% | -7% | -6% | 0 | -16%
Cc1ccc(NS(=O)(=O)c2ccc(NC(=O)c3cccs3)cc2)c(C)c1 | 0 | -3 | 0% | -8% | 15% | -21% | -28% | 1 | 18%
O=C(CSc1nc2ccccc2[nH]1)Nc1ccccc1N1CCOCC1 | 7 | 4 | -17% | -38% | 20% | -1% | -9% | -14 | 0%
CC(=O)Nc1ccc(C(=O)Nc2cc(S(=O)(=O)N3CCOCC3)ccc2N2CCOCC2)cc1 | -11 | 32 | 11% | 0% | 6% | 2% | -8% | -13 | -2%
O=C(c1noc2c1CSc1ccccc1-2)N1CCN(c2ccc(Cl)cc2)CC1 | 0 | 5 | 23% | 16% | -4% | 5% | 6% | 6 | -37%[inhibitor]
CC(=O)Nc1ccc(S(=O)(=O)N2CCCC3CCCCC32)cc1 (configuration not stated) | 0 | 3 | -9% | -5% | -2% | -4% | 3%[9.24 µM] | -2 | 9%
Cc1ccc(OCCC(=O)OCC(=O)NCc2ccccc2)cc1 | -3 | 18 | 0% | -8% | 4% | 2% | 2% | 3 | -7%
CCOC(=O)N1CCC(Nc2nc3ccccc3n3nnnc23)CC1 | 12 | 7 | 1% | 2.3µM* | 3% | 0% | -2% | 44 | 8%
N#C/C(=C\N1CCCCC1)S(=O)(=O)c1ccc(Cl)cc1 | -1 | -2 | -11% | 5% | 3% | 2% | -3% | 9 | -7%
CCN(C(=O)CN1CCCCC1)C1(C)C(=O)c2ccccc2C1=O | 2 | -12 | -18% | -1% | 4% | -3% | 0% | 12 | 2%
CCc1nn2cc(C(=O)c3ccccc3O)cnc2c1-c1ccc(F)cc1 | 8 | 15 | 4% | u | 7% | -9% | -5% | -69* | 4%
C#CCSc1nnc(CSc2nc3ccccc3s2)n1-c1ccccc1 | 2 | 17 | 2% | u | 9% | -19% | -7% | u | 10%
CCCc1nc2ccccc2c(C(=O)OCc2nnc(-c3cc(OC)c(OC)c(OC)c3)o2)c1CC | 7 | 17 | -15% | -14% | 1% | u | -20% | -25 | 2%
Brc1ccc(Br)c2cnccc12 | 8 | -10 | 6% | 1% | -5% | 12% | 9% | 14 | -3%
C=CCN(c1ccccc1)S(=O)(=O)c1cccc(C(=O)NCC(c2ccccc2OC)N2CCCC2)c1 (configuration not stated) | -19 | u | -7% | -7% | 1% | u | 23µM* | u | u
CCn1c(C)cc(C)c(C#N)c1=O | -2 | -10 | 0% | -12% | 0% | -7% | -8% | -19 | 22%
COc1ccc(N(CC(=O)N/N=C/c2ccc(OC)c(OC)c2)S(=O)(=O)c2ccccc2)cc1 | -1 | 19 | 6% | 6% | u | -13% | -11% | u | 5%
O=C(c1ccco1)N1CCN(C(=O)c2cn(-c3ccccc3)nc2-c2ccc(F)cc2)CC1 | -5 | -27 | 3% | u | -1% | -7% | -13% | -24 | 2%
CCOC(=O)c1csc(NC(=O)c2ccc(C#N)cc2)n1 | 0 | -10 | -1% | -26% | -2% | -25% | -9% | -14 | u
CS(=O)(=O)N1CCC(C(=O)Nc2ccccc2Sc2ccccc2)CC1 | -5 | -13 | -2% | -17% | -3% | -6% | -16% | -3 | -5%
Cc1ccc2sc(C)cc(=O)c2c1 | 6 | 0 | 17% | 0% | 2% | 21% | 17% | -13 | -4%
CCOC(=O)CS(=O)(=O)c1ccccc1 | 0 | 4 | -9% | 6% | 3% | 7% | 6% | u | -5%
COc1ccc(NC(=O)CSc2ccc3c4c(cccc24)C(=O)c2ccccc2-3)cc1 | 0 | 35 | u | u | -10% | u | u | -8 | 12µM*
Cc1ccc(C)c(NC(=O)C2CC(O)CN2C(=O)OC(C)(C)C)c1 (configuration not stated) | 1 | 19 | 2% | 8% | 8% | 5% | 16% | 27 | -2%
N/C(=N\OC(=O)CCCc1ccccc1)c1ccc([N+](=O)[O-])cc1 | 4 | 3 | 17% | 17% | 2% | 6% | 8% | 7 | 0%
O=C(NNC1=NCCC1)c1ccc(Br)cc1 | -4 | 6 | 5% | -25% | 2% | -3%[9.24 µM] | -3% | 20 | -3%
CCOC(=O)c1cc(C)n(-c2ccc(Cl)cc2)c1C | 16 | -3 | -6% | -17% | 15% | 6% | -10% | x | -36%[inhibitor]
Cc1ccc(-c2nc(-c3cccnc3)sc2CC(=O)O)cc1 | 3 | 7 | 0% | -9% | -4% | 2% | 1% | -9 | 5%
COc1ccc(Cl)cc1-c1nc(SCC(N)=O)n[nH]1 | 4 | 0 | 7% | 7% | 17% | 10% | -8% | -3 | -2%
CCc1nnc(NC(=O)CSc2nnc(-c3ccoc3C)n2-c2cccc(C)c2)s1 | 2 | -4 | 5% | 0% | 14% | -2% | -5% | 24 | u
CCOC(=O)c1ccc2c(c1)N(C(CC)C(=O)Nc1ccccc1OC)C(=O)c1ccccc1S2 (configuration not stated) | 1 | x | -27% | u | 13% | x | x | x | x
O=C(Nc1ccc(Br)cn1)c1ccc(Br)s1 | -14 | -23 | u | 23µM* | 3% | u | -15% | 17 | 8.2µM*
CC(NC(=O)CNC(=O)c1cccs1)c1cccc(C(F)(F)F)c1 (configuration not stated) | -10 | -11 | 3% | -14% | -5% | 12% | 0% | -14 | 28%
O=C(NCC(c1ccco1)N1CCCCC1)c1ccc([N+](=O)[O-])s1 (configuration not stated) | -12 | -15 | u | u | -2% | -5% | -7% | -15 | u
COc1cccc(S(=O)(=O)NCc2ccc3c(c2)OCO3)c1 | 10 | 2 | -15% | 13% | 2% | -2% | 3% | -6 | -12%
CCn1cc([N+](=O)[O-])c(C(=O)Nc2ccc3c(c2)OCCO3)n1 | -13 | 17 | -2% | 8% | 0% | 8% | 0% | 2 | -4%
CC(=O)N1CCN(C(C)=O)C1c1ccccc1 | 1 | -11 | -8% | u | -4% | 14% | 6% | 0 | -2%
CCCCCc1nnc(NC(=O)c2ccc(=O)n(C)n2)s1 | 1 | 13 | 4% | -5% | 0% | -4% | -2% | 55 | 1%
CCCN(CCC)S(=O)(=O)c1cc2c3c(c1)CCN3C(=O)CC2 | 22 | 1 | -31% | -27% | 19% | 5% | 6% | -14 | u

Exported with two lines to a compound: two of the compounds above.
Below each SMILES: D3 ag	DRD3 antagonist	KB-3-1 cytotox	KB-V1 cytotox	GLP1R ag	HT1080 IDH1KD tx	HT1080-NT tox	IL1B secr inh	SW480 rereplic
> O=C(NCC(c1ccco1)N1CCCCC1)c1ccc([N+](=O)[O-])s1 (configuration not stated)
    -12	-15	u	u	-2%	-5%	-7%	-15	u
> COc1cccc(S(=O)(=O)NCc2ccc3c(c2)OCO3)c1
    10	2	-15%	13%	2%	-2%	3%	-6	-12%

Source: PubChem
